# Calb biofilm kill = kills Candida albicans biofilms; C. albicans biofilm + clotrimazole, Alamar Blue; inhibition, % at 6 µM; 85,000 compounds, 0.14% hits; AID 834;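 active = inhibition above 20%; inactive = inhibition below 20%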;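 also: preformed 24 hr biofilms exposed to compound for 48 hr; 0% = biofilm without compound and 100% = blank killed by clotrimazole plus chlorhexidine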
# IL1B cytotox = toxic to HUVEC cells under IL-1B stimulation; cell count reduction, % at 2 µM; HUVEC cell count loss, Hoechst imaging, IL-1B stimulated; 94,000 compounds, 0.41% hits; AID 845;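 active = cell count reduction more than 3 SD above the screen-wide mean, cut at about 70% in these data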;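 also: normalized per plate to untreated control cells as the no-loss baseline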
# DAT uptake mod = modulates human dopamine transporter uptake under cocaine; Q01959; LLC-PK1 hDAT cells, [14C]-dopamine uptake with cocaine IC80; actives deviate in either direction; B-score at 10 µM; 110,000 compounds, 1.3% hits; AID 449768;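 active = Z score or B-score, a plate-position-corrected score, falls beyond the plate's 99.7% confidence bounds, in either direction; inactive = both scores lie inside the 99.7% bounds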;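 also: scored against the spread of the other compound wells on the same plate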
# Target sequence (Q01959 whole entry, looked up): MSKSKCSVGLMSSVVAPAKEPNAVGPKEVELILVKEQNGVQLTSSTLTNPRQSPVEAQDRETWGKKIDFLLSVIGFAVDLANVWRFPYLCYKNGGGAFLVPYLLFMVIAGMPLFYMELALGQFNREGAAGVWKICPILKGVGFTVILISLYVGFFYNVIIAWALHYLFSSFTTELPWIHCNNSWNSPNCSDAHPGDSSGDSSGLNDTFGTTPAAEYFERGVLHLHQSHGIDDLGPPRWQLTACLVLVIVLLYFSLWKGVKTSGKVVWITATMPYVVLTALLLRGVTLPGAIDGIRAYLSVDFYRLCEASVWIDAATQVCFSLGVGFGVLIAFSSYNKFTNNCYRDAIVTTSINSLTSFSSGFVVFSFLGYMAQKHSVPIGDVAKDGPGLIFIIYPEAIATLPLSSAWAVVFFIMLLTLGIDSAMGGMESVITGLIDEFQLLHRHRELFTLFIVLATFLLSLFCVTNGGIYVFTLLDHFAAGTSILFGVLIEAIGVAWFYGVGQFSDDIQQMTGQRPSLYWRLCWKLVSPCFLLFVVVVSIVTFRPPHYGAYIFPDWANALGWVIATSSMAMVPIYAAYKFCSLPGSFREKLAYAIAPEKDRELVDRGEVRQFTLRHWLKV
# F-actin modifier = alters cytoskeleton assembly in HUVEC cells; HUVEC TNFa F-actin phalloidin imaging, high content; inhibition, % at 2 µM; 91,000 compounds, 0.18% hits; AID 836;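 active = inhibition above the batch mean plus 3 SD and confirmed as a hit by visual image inspection, cut at about 30% in these data, passing the limit was not always enough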; also: strong numbers were not always called active
# HUVEC tox TNFa = toxic to HUVEC cells under TNF alpha stimulation. HUVEC TNFalpha-stimulated, Hoechst cell count, imaging. cell count reduction, % at 2 µM. 93,000 compounds, 0.17% hits;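 active = cell count reduction exceeding the screen mean by over 5 SD, scaled to untreated wells per plate, cut at about 78% in these data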;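 also: cells counted after 24 h of TNF alpha exposure following the 1 h pretreatment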
# VCAM1 TNFa inh = reduces TNF alpha induced VCAM1 expression in HUVEC; inhibition, % at 2 µM; HUVEC TNFa-induced VCAM-1 immunofluorescence, high-content imaging; 95,000 compounds, 0.48% hits; AID 802;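 active = inhibition above the batch mean plus 3 SD, with images confirmed as a hit by eye, cut at about 37% in these data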;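 also: 0% = TNF-stimulated DMSO wells and 100% = unstimulated control wells; not every result past the cut was called active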
# MT1-MMP txn act = MT1-MMP promoter transcription activation. activation factor at 10 µM. HT1080 MT1-MMP promoter luciferase reporter, luminescence, overnight; hits give high values. 86,000 compounds, 0.16% hits. AID 750;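 active = activation factor of at least 2 for MT1-MMP transcription at 10 µM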
# PTPN22 inh 2 = inhibitors of human LYP (PTPN22) phosphatase; AID 640; 96,000 compounds, 0.21% hits; Q9Y2R2; inhibition, % at 2 µM; recombinant LYP catalytic domain, DiFMUP fluorescence;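 active = inhibition at 2 µM at or above a set limit, the screen mean plus 3 SD, cut at about 24% in these data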;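 also: 0% = DMSO with enzyme and 100% = enzyme fully blocked by orthovanadate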
# Smad3 FoxH1 inh = blocks human Smad3 binding to FoxH1 peptide; P84022; TR-FRET Smad3/Dy647-FoxH1 peptide binding, europium anti-His; inhibition, % at 25 µM; 88,000 compounds, 0.29% hits; AID 630;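 active = compounds that reduce the energy-transfer binding signal between the protein and its labelled peptide by more than half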;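 also: 0% = Smad3 plus labelled peptide maximal FRET and 100% = peptide-only background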
# Target sequence (P84022 whole entry, looked up): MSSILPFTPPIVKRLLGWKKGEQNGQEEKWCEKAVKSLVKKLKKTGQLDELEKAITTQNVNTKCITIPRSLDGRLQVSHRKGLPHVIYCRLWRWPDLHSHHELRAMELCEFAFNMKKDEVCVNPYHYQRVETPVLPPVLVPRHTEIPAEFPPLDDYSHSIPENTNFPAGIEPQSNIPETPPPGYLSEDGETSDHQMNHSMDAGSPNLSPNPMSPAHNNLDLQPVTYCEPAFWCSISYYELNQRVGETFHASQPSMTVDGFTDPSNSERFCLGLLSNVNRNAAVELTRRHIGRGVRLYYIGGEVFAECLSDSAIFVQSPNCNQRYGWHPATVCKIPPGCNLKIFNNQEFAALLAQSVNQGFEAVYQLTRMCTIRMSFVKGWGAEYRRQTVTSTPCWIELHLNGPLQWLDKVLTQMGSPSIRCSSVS
# Active calls of the source: *; nt = not tested or not shown; [ ] = dose if it differs, or a comment.
# Start of the listing, in advance (three entries):
SMILES,Calb biofilm kill,IL1B cytotox,DAT uptake mod,F-actin modifier,HUVEC tox TNFa,VCAM1 TNFa inh,MT1-MMP txn act,PTPN22 inh 2,Smad3 FoxH1 inh
O=C(CCn1nnc2ccccc2c1=O)N[C@H](C(=O)O)c1ccccc1,4,-33,-0.17,-35,-9,-8,1.2,-4,14
O=C(COC(=O)c1c[nH]c(=O)[nH]c1=O)NCc1ccccc1,nt,-5,0.84,8,-21,18,nt,-2,nt
O=C(CNC(=O)c1ccco1)OCc1ccc(C(=O)Oc2ccccc2)cc1,2,20,0.13,0,-4,6,nt,-2,9[fluorescence artefact?]

# This part in full, from the start:
SMILES,Calb biofilm kill,IL1B cytotox,DAT uptake mod,F-actin modifier,HUVEC tox TNFa,VCAM1 TNFa inh,MT1-MMP txn act,PTPN22 inh 2,Smad3 FoxH1 inh
O=C(CCn1nnc2ccccc2c1=O)N[C@H](C(=O)O)c1ccccc1,4,-33,-0.17,-35,-9,-8,1.2,-4,14
O=C(COC(=O)c1c[nH]c(=O)[nH]c1=O)NCc1ccccc1,nt,-5,0.84,8,-21,18,nt,-2,nt
O=C(CNC(=O)c1ccco1)OCc1ccc(C(=O)Oc2ccccc2)cc1,2,20,0.13,0,-4,6,nt,-2,9[fluorescence artefact?]
Brc1cccc(-c2nnc(SCc3nc4ccccc4[nH]3)o2)c1,10,-23,nt,12,3,-11,1.1,4,-8
CCN1CCN(Cc2nc3c(c(=O)n(C)c(=O)n3C)n2C(C)C(C)=O)CC1 (stereo unspecified),2,-15,0.63,9,1,-8,1.1,0,-9
CCCN(CCC)CCNS(=O)(=O)c1ccc2c(c1)CCN2C(=O)C1CCC1,6,2,1,nt,-9,-3,1.1,2,11
COc1ccc(CCN(C)CCN2C(=O)c3ccccc3C2=O)cc1OC,8,-31,-0.96,-16,-10,-5,1.3,4,4
O=C(Oc1cccnc1)c1cccc(Cl)c1,3,-1,0.053,3,-12,-2,1.1,4,-8
COc1ccc(NC(=O)CN(c2ccccc2)S(=O)(=O)N(C)C)cc1OC,-3,-9,1.7,-6,4,-4,1.1,10,-8[fluorescence artefact?]
COc1ccc(-c2nnn(CC(=O)N(CCO)C(C(=O)NC3CCCC3)c3ccc(F)cc3)n2)cc1 (stereo unspecified),3,-9,0.43,-11,-19,-11,1.2,-1,2
COc1ccc2c(Cl)c(C(N)=O)sc2c1,3,nt,-0.62,nt,nt,nt,1.3,nt,-2
COc1cccc2cc(C(=O)N3CCCCC3C)c(=O)oc12 (stereo unspecified),8,1,-0.28,2,-35,2,1.2,-9,11
COc1ccc(OCC(=O)NC2CC(C)(C)NC(C)(C)C2)cc1,7,nt,-0.3,nt,nt,nt,1.4,nt,3
COc1ccc(C(C(=O)NC2CCCCC2)N(CC2CCCO2)C(=O)C2COc3ccccc3O2)cc1OC (stereo unspecified),0,-15,0.43,2,-41,-23,1,0,0
CCOC(=O)c1c(C)nc(-c2ccccc2)nc1NC(=O)C(C)C,3,12,0.64,16,-10,17,1.3,-3,3
O=C(CN1CCN(c2ccc(F)cc2)CC1)N1CCC(Cc2ccccc2)CC1,0,18,0.019,0,-2,-8,1.2,2,15
COc1ccc(-n2c(Cc3cc(=O)[nH]c(=O)[nH]3)nnc2SCC(=O)Nc2ccccc2)cc1,7,1,nt,-2,-16,18,1.2,6,5
COc1ccc(N(CC(=O)NC2CCCC2)C(=O)CCC(=O)Nc2cc(C)on2)c(OC)c1,nt,-6,0.19,2,-22,-5,1.2,1,2
CCOC(=O)CSc1nnc(CNC(=O)Cc2ccccc2)n1-c1ccccc1OC,4,2,-0.38,-17,-2,6,1.1,7,-12
O=C(NCCN1CCCCC1)c1ccc2c(c1)OCCO2,3,14,-0.094,-1,-26,-2,1.3,0,10
CN1CCc2c(sc3c2c(=O)n(-c2ccccc2)c2nncn32)C1,2,-13,0.29,3,-25,1,1,5,-7
CC(=O)NCCn1c(SCC(=O)NCCC2=CCCCC2)nc2ccccc2c1=O,6,-9,-0.08,-34,-2,5,1.1,-1,11
O=S(=O)(Cc1ccccc1)N1CCN(C2Cc3ccccc3C2)CC1,3,-15,-1.8,2,-25,-2,nt,2,16
CC1CCCCN1c1ncnc2ccccc12 (stereo unspecified),nt,2,0.082,4,-10,-26,nt,-10,nt
CCOc1ccc(OCC)c2sc(C)nc12,12,-42,-0.46,-11,-10,-1,1.2,8,4
CCn1c(SCC(=O)Nc2cc(NC(C)=O)ccc2OC)nnc1-c1ccncc1,-8,11,0.17,4,5,-6,1.1,-12,-5
O=C(Nc1cccc(-c2nnn(CC(=O)N3CCc4ccccc4C3)n2)c1)C1CCC1,8,-30,1.1,-4,-29,-7,1,-7,4
Cc1ccnn1CCSCC(=O)O,5,-11,-1.2,-36,-5,5,1.3,1,-3
CCOC(=O)c1ccc(COC(=O)c2ccc(-c3nnc(-c4ccccc4)o3)cc2)o1,11,-6,-0.52,1,13,-1,1.5,0,4
CCCNC(=O)C1CN(S(=O)(=O)c2ccccc2)CCN1S(=O)(=O)c1ccccc1 (stereo unspecified),9,9,-0.034,16,-29,16,1.1,10,0
Nc1nc2n(n1)C(c1ccco1)CC(c1ccc(Cl)c(Cl)c1)N2 (stereo unspecified),6,12,0.41,9,38,14,0.9,-1,4[fluorescence artefact?]
CCN(CC)CCCN(Cc1cc2cc(OC)c(OC)cc2[nH]c1=O)C(=O)Nc1ccccc1,-3,2,-0.047,9,-11,-10,1.2,6,12
COc1ccc2nc(NC(=O)CSC3=NCCS3)sc2c1,3,7,0.12,22,17,-6,1.3,4,2
CC(C)c1ccc(N2CCN(C(=O)c3ccccc3NC(=O)/C=C\C(=O)O)CC2)cc1,nt,2,0.17,-2,5,8,nt,9,nt
CCOC(=O)Nc1sc(C(=O)N(CC)CC)c(C)c1C(=O)OCC,3,-3,1.9,4,-16,1,1.2,1,-3
COc1ccccc1NC(=O)C(O)C(O)C(=O)Nc1ccccc1OC (stereo unspecified),0,5,0.0098,-2,-10,0,1.1,-5,4
Cc1cccc(Cn2cnc3c(nnn3Cc3ccc(Cl)cc3)c2=O)c1,4,nt,-0.2,nt,nt,nt,1.2,-2,-4
Cc1ccc(CN2C(=O)CCC2C(=O)NCc2cccnc2)cc1 (stereo unspecified),10,-4,-1.3,-47,0,-9,1,19,7
N#CC1=C(N)OC2=C(C(=O)CCC2)C1CCc1ccccc1 (stereo unspecified),-1,15,0.59,8,26,26,1.1,0,-15
CCOc1ccc(C2C(C#N)=C(N)Oc3cc(C)n(CCN4CCOCC4)c(=O)c32)cc1OCC (stereo unspecified),4,nt,-0.03,nt,nt,nt,1.1,nt,-2
COc1ccc2c(=O)c(-c3ccccc3)c(C)oc2c1,7,-27,1.5,-17,-23,8,1.2,1,-5
CCOC(=O)c1ccc(N2C(=O)CC(C3CCCO3)C2=O)cc1 (stereo unspecified),-4,-6,0.069,-1,-20,-16,1.2,-2,12
COC(CNC(=O)C1CC(=O)N(CCc2ccccc2)C1)OC (stereo unspecified),7,nt,0.34,-9,-16,0,0.9,4,-4
N#CC1=C(N)Oc2n[nH]c(-c3ccccc3)c2C1c1cccc(OC(=O)N2CCOCC2)c1 (stereo unspecified),9,14,-0.18,-4,0,-19,1.1,5,-6
COc1cccc(Cn2cnc3c(NS(=O)(=O)c4cc(Cl)ccc4Cl)c(C)c(C)cc32)c1,nt,-35,2.4,31,-16,4,nt,10,nt
Cc1ccc(NC(=O)C[n+]2ccccc2)cc1[N+](=O)[O-],nt,9,-1.8,2,-6,-4,nt,4,nt
CCOC(=O)N1CCC(NC(=O)C2CCN(C(=O)N3CCOc4ccccc43)CC2)CC1,13,11,-0.15,0,0,13,nt,1,12
CC(C)c1nc(N2CCCC2)c(C#N)c2c1CCCC2,4,11,1.6,11,-7,-5,1.3,19,8
Cc1cc(C)cc(NC(=O)c2ccc(Cn3nc(C)c(Cl)c3C)o2)c1,9,24,2.4,-15,-17,2,1,5,5
N#Cc1c(N2CCCCC2)nc(N)c2c(N)nc3c(c12)CC(c1ccccc1)O3 (stereo unspecified),0,-1,2.1,19,-1,5,1.1,11,-12

# Next entries follow:
SMILES,Calb biofilm kill,IL1B cytotox,DAT uptake mod,F-actin modifier,HUVEC tox TNFa,VCAM1 TNFa inh,MT1-MMP txn act,PTPN22 inh 2,Smad3 FoxH1 inh
Cc1oc(-c2ccccc2Cl)nc1CS(=O)CC(=O)NCc1cccs1 (stereo unspecified),-2,-6,0.4,9,-20,23,nt,-14,-14
Cc1ccc(C2(c3ccc(C)cc3)CC2C(=O)Nc2ccc([N+](=O)[O-])cc2O)cc1 (stereo unspecified),nt,nt,-1,8,-17,3,nt,4,nt
COc1ccc(CCC(=O)NCCc2cn3c(C)csc3n2)cc1,10,-2,-0.035,-4,12,-1,1.1,-3,-16
O=C(Nc1ccc2nsnc2c1)NC1CCCCC1,nt,-1,nt,-6,12,-57,nt,6,nt
CCCNC(=O)CN(c1ccc(F)cc1)S(=O)(=O)c1ccc2c(c1)OCCO2,-2,-4,-1.1,5,2,2,1.2,6,2
CC(CCc1ccccc1)NC(=O)C(=O)NCCO (stereo unspecified),nt,-22,-0.68,23,12,-2,nt,3,nt
CC1(C)CC(=O)N(c2ccccc2)C1(C)O (stereo unspecified),nt,-8,-0.49,-15,-3,-28,1.2,-3,-2
Cc1noc(COc2ccccc2OCC(N)=O)c1Cl,6,6,-0.87,-63,3,-7,1,-3,3
Cc1ccc(C2Nc3ccccc3-c3nc4ccccc4n32)o1 (stereo unspecified),3,-76,0.68,-30,7,-10,1.4,6,0
CN(C)c1ccc(CN2CCCC(O)C2)cc1 (stereo unspecified),10,nt,0.0024,nt,nt,nt,1.1,nt,5
O=C(c1ccccc1)N1CC(COc2ccccc2)OC(c2cccnc2)O1 (stereo unspecified),4,-12,-0.025,-23,-16,22,1.6,-1,-3
O=C(c1cc2c(s1)CCC2)N1CCN(c2ccccc2)CC1,7,-7,1,-16,-11,28,1.1,14,4
CC(=O)N1CCN(c2ccc(S(=O)(=O)N3CCCCC3)cn2)CC1,5,-10,0.41,4,-10,9,1,0,10
Cc1noc(/C=C/c2ccco2)c1S(=O)(=O)N1CCC(C(=O)N2CCc3ccccc3C2)CC1,6,-15,nt,21,-30,3,1.2,15,2
Cc1nn(Cc2ccc([N+](=O)[O-])cc2)c(=O)n1-c1ccccc1,nt,-2,1,-15,-7,10,nt,-9,nt
CCc1nnc(NC(=O)Nc2ccccc2OC)s1,3,6,-0.99,48,-14,-2,1.6,7,-3
Cc1c(Cl)cccc1NC(=O)Cn1cccc1,-4,0,-1.5,-10,-30,8,1.1,4,-3[fluorescence artefact?]
NC(=O)C(c1ccccc1)C1CCCC1 (stereo unspecified),8,-15,0.2,-9,-18,-7,1,1,-6
CCSc1nnc2c(n1)OC1(CCCC1)Nc1ccccc1-2,2,-9,-0.23,-8,2,5,1,1,-6
Cc1csc(SCC(=O)c2c(N)n(C)c(=O)n(C)c2=O)n1,3,-79,nt,7,-9,1,1.3,7,0
CCOC(=O)C1CCN(Cc2cn[nH]c2-c2ccccc2)CC1,4,-48,0.64,-8,-31,-6,1.2,8,-5
Cc1ccc(CS(=O)(=O)CCC(=O)NCCN2CCCCC2C)cc1 (stereo unspecified),4,8,-0.28,6,-64,-41,1,-15,11
Cc1ccc(C(=O)CSc2nnc(Cn3nnc4ccccc43)n2C)cc1,7,-68,1.4,-5,-55,4,1.2,1,2
O=C(CCN1C(=O)c2ccccc2C1=O)NCc1ccco1,1,16,-0.19,nt,-5,12,1.1,-7,5
COc1ccccc1-c1nnc(SCC(=O)Nc2cc(C)on2)o1,9,-112,-0.56,0,9,14,1.1,7,1

# Screening data deposited in PubChem by several laboratories.

# The list is partial; count on the stated rates, not on these rows.
